# p53null 32C kill – kills p53 null cells at the permissive temperature | H1299-neo p53 null cells, ATP luminescence, 24 h, 32C | AID 903 | Potency, µM (doses to about 46.1 µM), inactives show top-dose activity change, negative = cytotoxicity, usual class: cytotoxic | 55,000 compounds, 0.62% hits;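 also: potency is read from the fitted curve at half-maximal effect; 0% = DMSO only and -100% = full killing by 100 µM tamoxifen; nearly all actives have a fitted effect of over 55% in size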
#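 H1299-neo (p53 null) cells, 600/well, treated 24 h at 32C with compound up to 46 uM; ATPlite luminescence viability, normalized to DMSO and 100 uM tamoxifen; AC50 by Hill fit.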
# p53null 39C tox – kills p53 null cells at the nonpermissive temperature | Potency, µM (series often up to 46.1 µM), inactives show top-dose activity, negative = cell killing, hits mostly cytotoxic | 55,000 compounds, 0.97% hits | AID 904 | H1299 p53-null (neo) cells, 39C, ATPlite viability, 24 h;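 also: potency is read from the fitted curve at half-maximal effect; 0% = DMSO only and -100% = full killing by 100 µM tamoxifen; nearly all actives have a fitted effect of over 50% in size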
#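 H1299 lung cancer cells, p53-null (H1299-neo) or expressing p53 A138V (H1299-p53A138V), were plated overnight at 37C, then exposed to compounds at up to 46 uM for 24 hr at 39C. Viability was read by ATP-based luminescence.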
# NTMT1 inhibitor – blocks human N-terminal methyltransferase 1 activity; Potency, µM (series often up to 114 µM), without a hit: at the highest dose activity change, negative = inhibition, most hits filed as inhibitors; 59,000 compounds, 2.5% hits; NTMT1 MTase-Glo SAH luminescence, purified enzyme; Q9BV86;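 also: potency is read from the fitted curve at half-maximal effect; plate controls were DMSO vehicle for no effect and no enzyme for full effect; nearly all actives have a fitted effect of over 65% in size; many of its hits are not listed in these tables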
# FH mod – Identification of activators of human fumarate hydratase by quantitative high-throughput screening; Potency, µM (top dose mostly 79.9 µM), without a hit: at the top dose activity change, negative = inhibition, hits mostly inhibitors; Fumarate hydratase, mitochondrial (Homo sapiens), P07954; FH coupled MDH/diaphorase resazurin fluorescence, 15 min; AID 1347055, 2019; 54,000 compounds, 0.22% hits; also: potency is read from the fitted curve at half-maximal effect; % is scaled to controls: 0 for no effect and ±100 for the full control effect; the screen sought activators but most active calls are inhibition curves; nearly all actives have a fitted effect of over 45% in size
# Target sequence (P07954 whole entry, looked up): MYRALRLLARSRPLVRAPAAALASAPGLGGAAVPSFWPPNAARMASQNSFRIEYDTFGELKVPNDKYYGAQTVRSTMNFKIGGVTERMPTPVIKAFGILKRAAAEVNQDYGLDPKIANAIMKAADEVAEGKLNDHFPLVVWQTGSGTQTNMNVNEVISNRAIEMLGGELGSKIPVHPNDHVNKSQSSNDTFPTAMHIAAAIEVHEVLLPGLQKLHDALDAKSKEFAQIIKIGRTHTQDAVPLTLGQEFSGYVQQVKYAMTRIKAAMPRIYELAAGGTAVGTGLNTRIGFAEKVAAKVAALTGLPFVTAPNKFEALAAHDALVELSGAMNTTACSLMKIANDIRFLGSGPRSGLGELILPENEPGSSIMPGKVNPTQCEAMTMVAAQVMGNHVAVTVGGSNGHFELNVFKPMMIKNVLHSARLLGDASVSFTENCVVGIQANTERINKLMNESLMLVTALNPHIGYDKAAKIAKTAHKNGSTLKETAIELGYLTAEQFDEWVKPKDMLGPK
# B2AR arrestin ag – beta-arrestin recruitment by human beta2-adrenergic receptor ligands | P07550 | HTLA Tango cells, beta-arrestin recruitment, luciferase luminescence, 18 h | Potency, µM (top dose mostly 46.1 µM), for inactives: at the highest dose activation, actives largely listed as activators | 44,000 tested, under 10 active;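 also: potency is read from the fitted curve at half-maximal effect; 0% = DMSO and full agonism = EC100 isoproterenol or metaproterenol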
# Target sequence (P07550 whole entry, looked up): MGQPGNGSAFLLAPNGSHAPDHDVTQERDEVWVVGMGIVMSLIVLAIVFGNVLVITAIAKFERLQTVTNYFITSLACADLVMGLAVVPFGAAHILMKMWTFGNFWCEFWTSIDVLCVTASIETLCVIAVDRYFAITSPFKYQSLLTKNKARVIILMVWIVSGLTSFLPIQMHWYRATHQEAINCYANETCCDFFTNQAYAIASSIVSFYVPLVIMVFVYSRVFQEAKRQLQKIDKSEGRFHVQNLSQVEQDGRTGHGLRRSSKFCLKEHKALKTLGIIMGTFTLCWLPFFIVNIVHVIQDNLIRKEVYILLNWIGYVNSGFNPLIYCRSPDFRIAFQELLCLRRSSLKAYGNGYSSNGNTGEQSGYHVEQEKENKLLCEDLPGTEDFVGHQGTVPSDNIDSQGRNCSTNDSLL
#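 Ligand-induced beta-arrestin recruitment to recombinant beta2-AR is measured via a tTA-driven luciferase reporter in Tango cells after 18 hr compound exposure at 37 degrees C. Concentrations span up to 46 microM.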
# PTAP-TSG101 blk – TSG101-PTAP interaction inhibition, HIV-1 budding; Fluorescence polarization, FITC-PTAP peptide/Tsg101, 20 min; Potency, µM (titrated, usually from 115 µM), without a hit: at the highest dose activity change, negative = inhibition, hits mostly inhibitors; 44,000 tested, under 10 active; AID 1347069; also: potency is read from the fitted curve at half-maximal effect; 0% is about no effect
#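 The Tsg101 binding domain, at 10 uM final, is mixed with compound and a FITC peptide bearing the PTAP motif (50 nM final). After 20 min at r.t., polarization is measured; actives defined by CRC class, efficacy cut-off 60% inhibition.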
# GALK inhibitor – inhibits human galactokinase; P51570; recombinant GALK, Kinase-Glo ATP luminescence, 1 h; Potency, µM (titrated, usually from 57.5 µM), inactives show at the top dose activity, negative = inhibition, actives largely listed as inhibitors; 44,000 tested, under 10 active; AID 1347072;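 also: plate controls were full GALK reaction for no effect and reaction lacking GALK for full effect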
#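 Compounds were pinned into ATP buffer, then GALK-galactose mix was added (final 5 nM enzyme, 35 uM ATP, 100 uM galactose, pH 8.0). After 1 h at room temperature, Kinase-Glo Plus was added and luminescence read.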
# * marks the source's active call; other numbers are inactive results; ? = inconclusive; nt = not tested or not shown; [ ] = dose if it differs, or a comment. Calls follow the shape of the dose curve; as a rule, active = well fitted curve in the direction sought with a large enough effect; inconclusive = small, poorly fitted or top-dose-only effect, or another doubt; inactive = no such curve, though single readings can be large; an effect the other way counts as inactive or inconclusive. An excerpt; count on the stated rates, not on these rows.
SMILES,p53null 32C kill,p53null 39C tox,NTMT1 inhibitor,FH mod,B2AR arrestin ag,PTAP-TSG101 blk,GALK inhibitor
Cc1ccc(NC(=O)CC2Nc3cc(C)c(C)cc3NC2=O)c(C)c1 (centres undefined),3%,1%,7%,-9%,-1%,0%,-1%
CCCCNC(=O)CN1C(=O)c2cccnc2Sc2ccccc21,-5%,-7%,-2%,-15%,-1%,1%,1%
CNC(=O)COc1ccc(NC(=O)c2ccc(-c3nn(C)c(=O)c4ccccc34)cc2)cc1,-11%,?,-21%,-1%,0%,-11%,6%
O=c1c(=O)n(-c2ccccc2)ccn1Cc1cccc(C(F)(F)F)c1,-1%,-6%,-18%,-7%,2%,-1%,5%
CCOc1ccc(C(=O)NCCc2sc(-c3ccc(C)cc3)nc2C)cc1,12%,-8%,8%,-13%,0%,2%,1%
COc1ccc(OC)c(-n2c(=O)[nH]c3cc(C(=O)NCCc4ccc(OC)c(OC)c4)ccc3c2=O)c1,5%,-2%,-6%,-7%,0%,0%,-4%
COc1ccc(N2C(=O)CSC23C(=O)N(CC(=O)Nc2ccccc2F)c2ccccc23)cc1 (centres undefined),11%,1%,7%,1%,2%,-5%,2%
COc1cccc(Cn2nnc3c(=O)[nH]c(C4CCN(C(=O)c5ccccc5Cl)CC4)nc32)c1,5%,8%,6%,-9%,-2%,0%,-12%
Cc1ccc(CN(Cc2ccco2)c2cnc(S(C)(=O)=O)nc2C(=O)Nc2ccccc2Br)o1,-2%,21%,4%,-16%,-3%,-5%,-5%
CCOc1ccc(OCC(=O)NCCS(=O)(=O)N2CCN(c3ccccc3F)CC2)cc1,-9%,-5%,-3%,8%,-1%,0%,3%
COc1ccc(-c2cn3nc(SCC(=O)Nc4cc(C)cc(C)c4)ccc3n2)cc1,-5%,-35%,-5%,1%,-1%,-3%,0%
Cc1nn(C(=O)c2cccc(F)c2)c(C)c1S(=O)(=O)N1CCOCC1,-1%,-2%,-15%,3%,1%,-4%,0%
Cc1nn(S(=O)(=O)c2ccc(F)cc2)c(C)c1S(=O)(=O)N1CCCCCC1,-11%,-7%,12%,4%,0%,-1%,1%
O=C(NCCc1ccc(Cl)cc1)C(=O)NCC(c1ccc2c(c1)OCO2)N1CCOCC1 (centres undefined),?,2%,-4%,-18%,-1%,-6%,4%
CCCCCNC(=O)c1c[nH]c2ccc(S(=O)(=O)N3CCC(C)CC3)cc2c1=O,-6%,15%,12%,-10%,-1%,3%,3%
Cc1ccc(NC(=O)CN2C(=O)C(c3ccc(C)cc3)=NC23CCCCCC3)cc1,18%,5%,3%,-16%,-2%,1%,2%
CCCCC(CC)CNC(=O)CN(C)S(=O)(=O)c1ccc2c(c1)c(=O)n(C)c(=O)n2C (centres undefined),-5%,-12%,-21%,4%,1%,-1%,2%
COc1ccc(-n2c(=O)c3ccccc3n(Cc3ccccc3C)c2=O)c(OC)c1,8%,3%,0%,1%,?,-5%,-3%
O=C(Nc1ccc2nc(SCC(=O)N3CCCC3)sc2c1)c1ccccc1F,-28%,?,?,-14%,-1%,4%,0%
COc1cccc(-n2c(=O)c3c(C)c(C)sc3n(Cc3ccccc3C#N)c2=O)c1,2%,7%,7%,8%,-2%,2%,0%
CCOC(=O)C1CCN(C(=O)c2c(C)nn(-c3ccc(F)cc3)c2-n2cccc2)CC1,-6%,4%,7%,-4%,0%,-2%,4%
Cc1ccc(CN2CCSc3ccc(C(=O)N4CCN(c5ccc(Cl)cc5)CC4)cc32)cc1,9%,27%,8%,-15%,1%,2%,0%
Cc1ccc(C(=O)Nc2ccc3[nH]c(=O)c(=O)[nH]c3c2)cc1,-11%,16%,?,-18%,1%,-1%,3%
Cc1nn2c(=O)cc(COC(=O)c3ccccc3NC(=O)C3CCCCC3)nc2s1,-10%,-2%,5%,-18%,1%,-2%,2%
CC1=C(C(=O)NCc2ccc(C)cc2)C2(CCCCC2)OC1=O,-5%,12%,-16%,5%,-1%,-4%,3%
Cc1ccccc1CNC(=O)c1ccc2c(c1)N(Cc1ccccc1)CCS2,7%,-14%,-1%,-32%,1%,-6%,4%
COc1ccc(-c2nc3ccccc3o2)cc1NC(=O)COc1cc(C)cc(C)c1,-4%,23%,7%,8%,-1%,-1%,1%
CCOc1ccccc1N1CC(c2nc3ccccc3n2CCCCOc2cc(C)ccc2C)CC1=O (centres undefined),?,13µM*,89µM*,-15%,-4%,0%,0%
CCOC(=O)c1ccc(OCC2c3cc(OC)c(OC)cc3CCN2C(=O)Cc2ccc(OC)c(OC)c2)cc1 (centres undefined),-8%,12%,3%,?,3%,2%,3%
CC1CN(C(=O)N2CCC(C(=O)NCc3cccs3)CC2)c2ccccc2O1 (centres undefined),1%,-25%,6%,-13%,-1%,0%,4%
CC1=C(C(=O)Nc2ccccc2C)C(c2ccncc2)n2nc(SCc3ccccc3Cl)nc2N1 (centres undefined),2%,-3%,-3%,15%,0%,-5%,-3%
COc1ccc(OCC(=O)N2CCN(C(=O)c3ccc(OC)cc3)CC2)cc1,1%,-7%,11%,2%,1%,1%,0%
CCCCN(CC)CCCNC(=O)CCN1N=C(c2ccc(OC)cc2)CCC1=O,-12%,7%,8%,6%,-1%,2%,-11%
COc1ccc(-n2cc(-c3ccc4c(c3)OCO4)n(CC(=O)Nc3cccc(C)c3)c2=O)cc1,8%,1%,-8%,-14%,0%,0%,0%
Cc1c(Cl)cccc1NC(=O)CCS(=O)(=O)c1cccc2nsnc12,-2%,-12%,18%,-7%,0%,-1%,4%
CCOC(=O)c1c(S(=O)(=O)NCC(=O)Nc2cccc(SC)c2)c(C)n(C)c1C,4%,13%,1%,2%,-2%,-5%,1%

# A different layout for part of the listing above:
# Fields – p53null 32C kill	p53null 39C tox	NTMT1 inhibitor	FH mod	B2AR arrestin ag	PTAP-TSG101 blk	GALK inhibitor
> Cc1ccccc1CNC(=O)c1ccc2c(c1)N(Cc1ccccc1)CCS2
→ 7%	-14%	-1%	-32%	1%	-6%	4%
> COc1ccc(-c2nc3ccccc3o2)cc1NC(=O)COc1cc(C)cc(C)c1
→ -4%	23%	7%	8%	-1%	-1%	1%
> CCOc1ccccc1N1CC(c2nc3ccccc3n2CCCCOc2cc(C)ccc2C)CC1=O (centres undefined)
→ ?	13µM*	89µM*	-15%	-4%	0%	0%
> CCOC(=O)c1ccc(OCC2c3cc(OC)c(OC)cc3CCN2C(=O)Cc2ccc(OC)c(OC)c2)cc1 (centres undefined)
→ -8%	12%	3%	?	3%	2%	3%
> CC1CN(C(=O)N2CCC(C(=O)NCc3cccs3)CC2)c2ccccc2O1 (centres undefined)
→ 1%	-25%	6%	-13%	-1%	0%	4%
> CC1=C(C(=O)Nc2ccccc2C)C(c2ccncc2)n2nc(SCc3ccccc3Cl)nc2N1 (centres undefined)
→ 2%	-3%	-3%	15%	0%	-5%	-3%
> COc1ccc(OCC(=O)N2CCN(C(=O)c3ccc(OC)cc3)CC2)cc1
→ 1%	-7%	11%	2%	1%	1%	0%

# Record cards (already shown). Order of screens: p53null 32C kill, p53null 39C tox, NTMT1 inhibitor, FH mod, B2AR arrestin ag, PTAP-TSG101 blk, GALK inhibitor
# Profile of `CCOC(=O)c1ccc(OCC2c3cc(OC)c(OC)cc3CCN2C(=O)Cc2ccc(OC)c(OC)c2)cc1` (centres undefined) = -8%, 12%, 3%, ?, 3%, 2%, 3%
# Profile of `CCOc1ccccc1N1CC(c2nc3ccccc3n2CCCCOc2cc(C)ccc2C)CC1=O` (centres undefined) = ?, 13µM*, 89µM*, -15%, -4%, 0%, 0%
# Profile of `CC1CN(C(=O)N2CCC(C(=O)NCc3cccs3)CC2)c2ccccc2O1` (centres undefined) = 1%, -25%, 6%, -13%, -1%, 0%, 4%

# Carrying on:
SMILES,p53null 32C kill,p53null 39C tox,NTMT1 inhibitor,FH mod,B2AR arrestin ag,PTAP-TSG101 blk,GALK inhibitor
Cc1ccc(CO)cc1Nc1ncnc2onc(-c3ccc(F)cc3)c12,-3%,-6%,4%,-16%,0%,0%,-2%
COc1cccc2cc(-c3nc(Nc4cccc(C)c4)sc3C)c(=O)oc12,-12%,12%,-2%,-16%,-1%,-2%,3%
CCOC(=O)c1ccc(NC(=O)C2CCCN(c3ncnc4onc(-c5ccc(F)cc5)c34)C2)cc1 (centres undefined),-2%,?,1%,-21%,0%,1%,1%
CC(=O)c1ccc(NC(=O)c2cnn(-c3cccc(F)c3)c2-n2cccc2)cc1,-8%,-7%,21%,2%,-1%,1%,5%
O=C(NCCc1csc(-c2cccc(F)c2)n1)c1ccccc1C(F)(F)F,-9%,-18%,1%,-8%,0%,0%,1%
CC(=O)N1CCCc2cc(S(=O)(=O)N3CCC(C(=O)NC4CCCCC4)CC3)ccc21,-5%,14%,7%,-3%,0%,1%,1%
COc1ccc(OC)c(CNC(=O)C(C)n2c(C)c3cnn(-c4ccccc4)c(=O)c3c2C)c1 (centres undefined),10%,-6%,9%,-1%,-2%,-3%,2%
CC1(C)CC(=O)c2cc(-c3nc(-c4ccc(Cl)cc4)cs3)c(=O)n(-c3ccc(Cl)cc3)c2C1,10%,-11%,-13%,-1%,1%,-1%,-1%
COc1ccc(C)cc1NC(=O)Cn1c(=O)cc(C)c2c(C)nn(C)c21,0%,-12%,9%,-10%,-1%,-5%,-1%
O=S(=O)(c1ccc(F)cc1)N1CCC(Oc2ccc(-n3cnnn3)cc2)CC1,0%,-18%,5%,1%,-1%,2%,-3%
COCCNc1ncnc2onc(-c3ccc(F)cc3)c12,3%,-6%,-4%,-4%,-1%,-5%,0%
O=C(CSc1nc(-c2cccs2)nc2cc(=O)[nH]n12)Nc1ccccc1,17%,22%,nt,nt,1%,-9%,-6%
Cc1ccc(NC(=O)c2ccc(=O)n(CC(=O)Nc3cc(C)cc(C)c3)n2)cc1,-2%,0%,-4%,0%,-3%,-1%,-7%
Cc1ccc(CNC(=O)Cn2cc3c(n2)-c2c(oc(C(=O)N4CCOCC4)c2C)CC3)cc1,-15%,-10%,?,?,0%,0%,2%
COc1ccc(CCNc2nc3c(c(=O)n(C)c(=O)n3C)n2Cc2ccccc2Cl)cc1OC,-9%,-7%,-5%,-19%,0%,0%,2%
Cc1cccc(-c2nc(N3CCN(c4ccc(F)cc4)CC3)c3ccccc3n2)c1,3%,-7%,-2%,-6%,0%,-2%,0%
CCC(=O)NCc1cc(-c2nn(C)c(=O)c3ccccc23)ccc1OC,-4%,-11%,-2%,3%,1%,-5%,5%
NC(=O)c1cc(S(=O)(=O)N2CCN(c3cccc(C(F)(F)F)c3)CC2)cs1,-4%,-26%,9%,-1%,-1%,2%,2%
CCS(=O)(=O)c1oc(-c2ccc(F)cc2)nc1S(=O)(=O)c1ccc(Br)cc1,49%[activator],?,12%,-3%,0%,-1%,-5%
